# RMI FANCM FP: blocks RMI1/RMI2 complex binding to FANCM MM2 peptide; FP signal (polarization) at 33 µM; Fluorescence polarization, RMI core complex with F-MM2 peptide; stronger effect = lower value; 70,000 compounds, 0.58% hits; AID 1159607; in the data active = FP signal below about 40; also: inactives centre near 61; strong numbers were not always called active; unit not given here
# * marks the source's active call; other numbers are inactive results.
# Preview:
SMILES | RMI FANCM FP
CCOC(=O)NC(Nc1ccc(F)c(F)c1)(C(F)(F)F)C(F)(F)F | 52
Cc1cc(C)c(NC(=O)COC(=O)c2cccc3c2-c2ccccc2C3=O)c(C)c1 | 63
Cc1ccc(S(=O)(=O)NN=C2C3CC4CC(C3)CC2C4)cc1 | 54
CCn1c(=O)cc(O)c2ccccc21 | 52

# This part in full, from the start:
SMILES | RMI FANCM FP
CCOC(=O)NC(Nc1ccc(F)c(F)c1)(C(F)(F)F)C(F)(F)F | 52
Cc1cc(C)c(NC(=O)COC(=O)c2cccc3c2-c2ccccc2C3=O)c(C)c1 | 63
Cc1ccc(S(=O)(=O)NN=C2C3CC4CC(C3)CC2C4)cc1 | 54
CCn1c(=O)cc(O)c2ccccc21 | 52
CN(NC(=O)NC(=O)c1ccc(F)c(Cl)c1)c1ccc(C(F)(F)F)cc1[N+](=O)[O-] | 58
O=C(c1cccs1)N(C(=O)N1CCCCC1)c1ccc(Cl)cc1 | 54
COc1ccc(N2CCN(C(=O)COc3ccc(Cl)cc3Cl)CC2)nn1 | 60
NS(=O)(=O)c1ccc(NC(=O)CSc2ccc3ccccc3n2)cc1 | 76
O=C(CNC(=O)c1ccc([N+](=O)[O-])cc1)N/N=C\c1ccc(F)cc1 | 63
O=C(Nc1ccc(S(=O)(=O)N2CCc3ccccc32)cc1)c1ccncc1 | 68
O=C(O)c1ccc(C(=O)O)c(OC(F)(F)F)c1 | 56
COC(=O)c1sc(C(C)(C)C)cc1CS(=O)(=O)c1cc(C)c(Cl)cc1C | 53
CC(=O)Oc1cc2c(C(=O)NCc3ccco3)c(C)oc2c2ccccc12 | 60
CCOC(=O)c1c(Cl)c(C(C)(C)C)[nH]c(=O)c1C#N | 52
O=C(N=C1C(Cl)=C(Cl)C(=O)c2ccccc21)c1ccc(Cl)cc1 | 64
O=C(NCCOc1ccc2nnc(-c3cccc(F)c3)n2n1)c1ccco1 | 66
O=C(O)c1ccccc1SC1CC(=O)N(c2ccc(C(F)(F)F)cc2)C1=O (stereo unspecified) | 65
CC(=O)Nc1cccc(NC(=O)CSc2nc(CC(=O)NCc3ccc4c(c3)OCO4)cs2)c1 | 68
O=c1[nH]c2ccccc2nc1-c1c[nH]c2ccccc12 | 54
Cc1n[nH]c(C)c1S(=O)(=O)N1CCN(Cc2nc3ccccc3[nH]2)CC1 | 58
COc1ccc(NS(=O)(=O)c2cccc(OC)c2)cc1 | 50
CC1=NCCNC(C)=C1N1CCOCC1 | 53
COc1ccc(C(=O)NC2=N/C(=C(/C#N)C(=O)NC3CCCC3)c3ccccc32)cc1OC | 66
Cc1ccc(Cn2cc[nH]c2=S)cc1 | 69
NC(=O)c1cc(-c2ccccc2)sc1NC(=O)c1ccccc1F | 56
O=C(Nc1cccc(-c2nnco2)c1)c1cccs1 | 54
O=c1[nH]c2ccccc2nc1-c1ccccc1N=Cc1ccc(F)cc1 | 61
NC(=O)c1ccc(OCc2ccc3ccccc3n2)cc1 | 61
COC(=O)c1ccc(NC(=O)C(=O)NCC(c2ccc(C)cc2)N2CCN(C)CC2)cc1 (stereo unspecified) | 55
Cc1cc(C)c2nc(N3CCN(C(=O)c4ccc(Cl)s4)CC3)sc2c1 | 63
O=C(Cn1c(=O)n(Cc2cccs2)c(=O)c2ncccc21)c1ccc2c(c1)OCO2 | 67
CCOC(=O)CNC(=O)CSc1nnc(Cc2cccn2C)n1CCOC | 57
O=c1nc(-c2cccs2)n(-c2ccccc2)[nH]1 | 62
C/C(=C/C(=O)O)C(=O)Nc1nc(-c2cccs2)cs1 | 61
O=C(Cc1ccccc1)Nc1c(C(=O)Nc2ccc(OC(F)(F)F)cc2)oc2ccccc12 | 72
N[C@@H](CC(=O)O)C(=O)O | 52
S=C1NCN(C2CC2)CN1 | 55
Cc1c(C#N)c(O)[nH]c(=O)c1N=Nc1ccc([N+](=O)[O-])cc1 | 87
CCOC(=O)N1CCN(C(=O)c2cn(-c3cccc(Cl)c3)nn2)CC1 | 62
O=C(c1c(F)cccc1Cl)N1CCOC(c2ccccc2)C1 (stereo unspecified) | 65
CCOC(=O)c1c(NC(=O)CSc2nc(N)cc(=O)[nH]2)sc2c1CCC2 | 60
CCCS(=O)(=O)Nc1ccc(-c2ccc3nnc(C)n3n2)cc1 | 55
CCc1nnc(NC(=O)CSc2nccn2-c2cccc(C)c2C)s1 | 61
CC(C)OC(=O)C(C(=O)C(F)(F)F)c1cc(NS(=O)(=O)c2cc([N+](=O)[O-])ccc2Cl)ccc1O (stereo unspecified) | 57
N#Cc1n[nH]nc1-c1ccc(OC(=O)c2ccc(Cl)cc2)cc1 | 55
COc1ccc(C(=O)NC(NC(=S)Nc2ccc(S(N)(=O)=O)cc2)C(Cl)(Cl)Cl)cc1 (stereo unspecified) | 59
Cc1sc(NC(=O)c2ccc([N+](=O)[O-])o2)c(C(N)=O)c1C | 54
COC(=O)c1snc(-c2c(Cl)cccc2Cl)c1C(=O)OC | 55
Cc1cccc(NC(=O)Cn2c(C)nc3c(sc4ccccc43)c2=O)c1 | 143
CCOC(=O)c1c(NC(=O)C2(C)Cc3ccccc3C(=O)O2)sc2c1CCC(C)C2 (stereo unspecified) | 58
O=C(NCCn1nc(-c2ccccc2)ccc1=O)Nc1ccc(Cl)cc1 | 72
CCn1c(SCC(N)=O)nc2c(-c3ccccc3)csc2c1=O | 63
CCCNC(=O)CCCCn1c(=O)c2ccccc2n(CC(=O)Nc2ccccc2Cl)c1=O | 66
CCc1ccnc(NC(=O)NS(=O)(=O)c2ccc(C)cc2)c1 | 52
CCOC(=O)Cc1nc(-c2ccc(Cl)cc2)cs1 | 56
Cc1c(S(=O)(=O)c2ccc(Cl)cc2)csc1C(=O)O | 52
CCOc1cccc2sc(NC(=O)C3CCCN3S(C)(=O)=O)nc12 (stereo unspecified) | 68
O=C(CSc1nc2c(c(=O)n1-c1ccc(Br)cc1)SCC2)NCC1CCCO1 (stereo unspecified) | 61
CCc1cc(=O)[nH]c(SCC(=O)N(CC)CC)n1 | 64
CCOCCn1c(CNC(=O)c2ccccc2)nc2ccccc21 | 62

# No new results follow: two of the compounds above.
SMILES | RMI FANCM FP
O=C(NCCn1nc(-c2ccccc2)ccc1=O)Nc1ccc(Cl)cc1 | 72
CCn1c(SCC(N)=O)nc2c(-c3ccccc3)csc2c1=O | 63

# Next part:
SMILES | RMI FANCM FP
CC1Cc2ccccc2N1Cc1cc(=O)c(OCc2ccc(Cl)c(Cl)c2)co1 (stereo unspecified) | 53
Cc1nc2cc(-c3ccccc3)nn2c(C)c1Sc1nccc(-c2cccnc2)n1 | 55
CCCCOc1ccc(C(=O)NNc2nc(-c3ccccc3)c3cc(Br)ccc3n2)cc1 | 54
Cc1nc2cccc(C)n2c(=O)c1NC(=O)c1cc(Br)ccc1Cl | 58
O=C(OCCCCOC(=O)c1ccccc1)c1ccccc1 | 60
CCOc1ccc(NC(=O)Cn2cccc(-c3nc(-c4ccc(OC)c(OC)c4)no3)c2=O)cc1 | 84
c1ccc2c(c1)c1ccccc1n2CC1CS1 (stereo unspecified) | 55
Cn1nc(C(=O)N2CCc3ccccc32)ccc1=O | 60
COc1ccccc1C(=O)Nc1ccc2c(c1)CCC(=O)N2 | 56
COC(=O)c1ccccc1NC(=O)c1cnc2n(c1=O)CCS2 | 62
CSc1sc(-c2ccon2)c(-c2ccco2)c1C#N | 58
O=C(CSc1ccc(-c2ccc(F)cc2)nn1)Nc1ccc2c(c1)OCCO2 | 55
O=C(NCCn1ncc2c(N3CCOCC3)ncnc21)C1COc2ccccc2O1 (stereo unspecified) | 64
COC(=O)c1ccc(CSc2nc(=O)n3ccc(C)cc3n2)o1 | 48
O=C(Cn1nnc(N2CCOCC2)n1)c1ccc(Cl)cc1 | 54
O=C(Nc1ccc(F)c(Cl)c1)Nc1c[nH]c2ccccc12 | 56
CN(C)c1ccc(/C=C(\C#N)S(C)(=O)=O)c(Cl)c1 | 109
CCOC(=O)c1sc(NC(=O)COc2ccc(Cl)cc2Cl)nc1-c1ccccc1 | 107
CCSc1nc2ccccc2nc1SCC | 66
COc1ccc(-c2c(C#N)c(SCC(N)=O)nc(C)c2C(=O)Nc2ccccc2)cc1OC | 60
O=C(NNC(=O)c1ccc(CSc2ccc(C(F)(F)F)cn2)o1)c1cccc(Cl)c1 | 57
CCOC(CNC(=O)C(=O)Nc1ccc(N2CCCCS2(=O)=O)cc1)OCC | 54
COC(=O)c1sc2cc([N+](=O)[O-])sc2c1NC(C)=O | 56
C=CCN1C(=O)C(C)(C)COc2cc(NS(=O)(=O)c3ccc(NC(=O)CCC)cc3)ccc21 | 67
O=C(O)c1cc(=O)cc[nH]1 | 58
Cc1ccc(-n2c(=S)sc3c(=O)n(C)c(SCC(=O)NC4CCCCC4)nc32)cc1 | 65
COc1ccc(CC(=O)Nc2cccc(-c3ccc4nnc(C)n4n3)c2)cc1OC | 58
O=C(Nc1ccc(C2SCCS2)cc1)c1ccc(Cl)cc1Cl | 61
CCC(=O)NCc1nc2ccccc2n1Cc1ccccc1F | 60
COc1cccc(-c2cn3c(C(=O)Nc4nc(C)cs4)csc3n2)c1 | 69
CCOc1ccc(CC(=O)N2CCN(c3ccc(OC)nn3)CC2)cc1 | 63
Cc1ccc(C(=O)Nc2cccnc2Oc2ccc(C(C)(C)C)cc2)cc1C | 81
COC(=O)Nc1nc2ccc(SC(C)C)cc2[nH]1 | 54
CCS(=O)(=O)Nc1ccc2c(c1)N(C(=O)COC)CCC2 | 74
CCOC(=O)c1cccc(NC(=O)Cn2cnc3c(-c4ccccc4)csc3c2=O)c1 | 76
NC(=O)c1cccc2cccc(Br)c12 | 53
O=C(CC1CCCCN1S(=O)(=O)c1ccc(F)cc1)NCc1ccc(Cl)cc1 (stereo unspecified) | 67
C=CCn1c(=O)c2c(nc(N/N=C(/C)c3ccc(OC)cc3)n2C)n(C)c1=O | 61
N#CCCN(Cc1cccs1)C(=O)c1nccnc1C(=O)O | 54
Cc1nnc(SCc2ccc(Cl)c(Cl)c2)n(N)c1=O | 60
CC(O)(CS(=O)(=O)c1ccc(Cl)cc1)CS(=O)(=O)c1ccccc1Cl (stereo unspecified) | 62
COC(=O)c1ccc2c(=O)n(CCN3CCN(c4ccccc4F)CC3)c(=S)[nH]c2c1 | 97
Cc1ccc2nc(C)c(NC(=O)Nc3cccc(F)c3)c(=O)n2c1 | 73
Cn1nccc1C(=O)Nc1nnc(-c2ccco2)o1 | 68
Cn1cc(C(=O)Nc2ccc3c(c2)OCCO3)c2nn(-c3ccccc3)c(=O)c-2c1 | 56
Cc1ccc(C(=O)NC(C(=O)O)C(C)C)cc1 (stereo unspecified) | 57
Cc1ccc(C(O)c2cccnc2)o1 (stereo unspecified) | 61
COc1cccc(N2CCN(C(=O)C3CCN(c4ncnc5c4sc4ncccc45)CC3)CC2)c1 | 78
CCC1(O)CC2CN(CCc3c([nH]c4ccccc34)[C@@](C(=O)OC)(c3cc4c(cc3OC)N(C=O)C3[C@]45CCN4CC=C[C@@](CC)([C@@H](OC(C)=O)[C@]3(O)C(=O)OC)[C@H]45)C2)C1 (stereo partly specified) | 56
CC(O)C12CC3CC(CC(C3)C1)C2 (stereo unspecified) | 64
CCOc1ccc(-c2ccc(=O)n(CCNC(=O)NC3CCCCC3)n2)cc1 | 68
CSc1cccc(-c2nnc(N)o2)c1 | 66
CCOC(=O)c1ccc2c(c1)sc(=NC(=O)CCS(=O)(=O)c1ccccc1)n2C | 61
COc1cc(NC(=O)c2scc(-c3cccc(C)c3)c2-n2cccc2)cc(OC)c1OC | 64
COc1cn2c(cc1=O)C(=O)N(CCNC(=O)c1cnccn1)CC2 | 63
Cc1nn(C2CCS(=O)(=O)C2)c2nc(-c3cccs3)cc(C(=O)NC(C)c3ccccc3)c12 (stereo unspecified) | 66
COc1ccc(CCC(=O)Nc2ccc3c(c2)N(C(=O)C(C)(C)C)CC3)cc1 | 67
O=C(NCC(c1cccs1)N1CCc2ccccc2C1)c1ccc(Br)o1 (stereo unspecified) | 55
COC(=O)c1ccc2c(=O)n(Cc3ccc(C(=O)NCc4ccc(Cl)cc4)cc3)c(=S)[nH]c2c1 | 70
COC(=O)/C=C1\SC(c2ccccc2)=NC1=O | 52

# (list continues)
SMILES | RMI FANCM FP
Cc1ccc(SCCNC(=O)c2cccnc2Oc2ccccc2)cc1 | 58
CC(C)(C)c1ccc(NC(=O)CSc2nnc3scc(-c4ccccc4)n23)cc1 | 76
Cc1ccc(S(=O)(=O)CCCC(=O)Nc2nnc(Cc3ccc(Cl)s3)o2)cc1 | 69
O=c1[nH]cnc2c1ncn2[C@@H]1C[C@@H](O)[C@H](CO)O1 | 62
BrCCC12CC3CC(CC(C3)C1)C2 | 58
Cc1cc(C)n(S(=O)(=O)c2cccc([N+](=O)[O-])c2)n1 | 61
O=C(CN1C(=O)c2ccccc2S1(=O)=O)NCc1ccccc1 | 55
Cc1ccc2nc(-c3ccc(NS(=O)(=O)c4cccc5nonc45)cc3)sc2c1 | 55
O=C(NCc1cccs1)c1cn(-c2cccc(Cl)c2)nn1 | 66
Cc1ccc(/C=c2/sc3nc(=O)cnn3c2=O)cc1 | 52
c1ccc2c(c1)c1ccccc1n2CCOCCN1CCCC1 | 84
O=C(OCCNc1ccc([N+](=O)[O-])cn1)c1ccc([N+](=O)[O-])o1 | 58
O=C(CS(=O)c1ccccc1[N+](=O)[O-])Oc1ccc(Cl)cc1Cl (stereo unspecified) | 64
CCOC(=O)c1sc2nc(NC(=O)c3ccc(S(=O)(=O)N4CCCC(C)C4)cc3)sc2c1C (stereo unspecified) | 55
NC(=O)CNC(=O)c1ccc(OCc2ccc3ccccc3n2)cc1 | 60
CCCc1ccc(OCC(=O)Nc2ccc(OC)cc2OC)cc1 | 64
CC(=O)NCCNC(=O)CCc1nc2sc3c(c2c(=O)[nH]1)CCCC3 | 57

# 3 of these compounds, set out differently:
RMI FANCM FP,mol
64,O=C(CS(=O)c1ccccc1[N+](=O)[O-])Oc1ccc(Cl)cc1Cl (stereo unspecified)
55,CCOC(=O)c1sc2nc(NC(=O)c3ccc(S(=O)(=O)N4CCCC(C)C4)cc3)sc2c1C (stereo unspecified)
60,NC(=O)CNC(=O)c1ccc(OCc2ccc3ccccc3n2)cc1

# From PubChem

# This is a subset; count on the stated rates, not on these rows.
